hiPSC survival: enhancers of single-cell hiPSC survival, primary screen, ATPlite luminescence | survival enhancement, % at 20 µM | actives 0.044% (n = 360,000) | 100% = ROCK inhibitor wells, 0% = DMSO | AID 602274, 2012; in the data active = survival enhancement above about 18%;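 also: cells exposed to compounds for 16 hours before the ATP read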
Cardio protect: cardioprotection against H2O2-induced cell death, primary screen, uHTS, H9c2 cells, ATPLite luminescence; protection from H2O2 cell death, % at 20 µM; actives 0.63% (n = 360,000); H9c2 cardiomyocytes, H2O2 injury protection, 2 h;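 active = compounds giving at least 50% protection of heart cells from peroxide-induced death in the single-dose screen, raw or plate-pattern-corrected value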;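 also: 0% = DMSO wells with peroxide and 100% = DMSO wells without peroxide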
aDG glyco act: activators of alpha-DG glycosylation, primary screen, uHTS, Pro5-aDG cells, AlphaScreen; alpha-DG glycosylation AlphaScreen (IIH6); 0% Pro5, 100% B10-LARGE cell signal; activation, % at 10 µM; actives 0.22% (n = 360,000); AID 624168, 2012;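 active = activation of at least 8% versus controls, or a plate z-score of at least 8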;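 also: Pro5 are CHO cells carrying HIG-tagged alpha-DG that lacks glycosylation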
Glyco luc inh: increase of ERlucT glycosylation luciferase signal, primary screen, N-linked glycosylation inhibitor project, D54 ERlucT cells, luminescence, set 2. D54 ERlucT glycosylation luciferase reporter, 24 h; percent of 100 nM tunicamycin response. actives 0.23% (n = 360,000). reporter increase, % at 12.5 µM. AID 588692, 2011;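 active = mean luciferase reporter signal, scaled so untreated is 0 and the glycosylation-blocking control 100, at or above a set limit in every replicate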;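 also: luciferase carries N-glycosylation sites so blocking glycosylation raises the light; 0% = median of neutral control wells and 100% = median of 100 nM tunicamycin wells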
ABHD5-PLIN5 inh: ABHD5-PLIN5 interaction inhibitors, primary screen, cell lysate, split luciferase complementation, luminescence; Split G. princeps luciferase complementation, 4 h; AID 602281, 2012; Perilipin-5 (Homo sapiens) + 1-acylglycerol-3-phosphate O-acyltransferase ABHD5 (Homo …; actives 0.78% (n = 360,000); inhibition, % at 4 µM;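 active = inhibition above the mean inhibition across every tested compound plus 3 SD, cut at about 22% in these data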;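 also: 0% = DMSO only wells and the 100% control is not disclosed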
MC4R barr agon: MC4R agonists recruiting beta-arrestin, primary screen, cell-based, luminescence, agonist arm of biased-ligand search | Melanocortin receptor 4 (Homo sapiens), P32245 | U2OS MC4R beta-arrestin complementation; percent of melanotan II response, DMSO zero | activation, % at 8.9 µM | actives 0.98% (n = 360,000) | AID 540308, 2011;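 active = activation above a per-plate cutoff, the mean activation of sample wells on that plate plus 3 SD, cut at about 8% in these data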
ABCB6 inh MLPCN: ABCB6 transporter inhibitors, primary screen, K562-ABCB6 cells, flow cytometry, MLPCN library | ATP-binding cassette sub-family B member 6 (Homo sapiens), Q9NP58 | K562-ABCB6 porphyrin accumulation, 1 h; active compounds read low | fluorescence ratio to DMSO, % at 10 µM | actives 0.19% (n = 360,000) | AID 602162, 2011;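 active = fluorescence ratio to DMSO below 75%, the collection mean minus 3 SD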;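 also: signal is porphyrin accumulated inside mitochondria; 100% equals median channel fluorescence of DMSO control wells; lower ratio means ABCB6 inhibition with less porphyrin fluorescence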
Target sequence (Q9NP58 whole entry, looked up): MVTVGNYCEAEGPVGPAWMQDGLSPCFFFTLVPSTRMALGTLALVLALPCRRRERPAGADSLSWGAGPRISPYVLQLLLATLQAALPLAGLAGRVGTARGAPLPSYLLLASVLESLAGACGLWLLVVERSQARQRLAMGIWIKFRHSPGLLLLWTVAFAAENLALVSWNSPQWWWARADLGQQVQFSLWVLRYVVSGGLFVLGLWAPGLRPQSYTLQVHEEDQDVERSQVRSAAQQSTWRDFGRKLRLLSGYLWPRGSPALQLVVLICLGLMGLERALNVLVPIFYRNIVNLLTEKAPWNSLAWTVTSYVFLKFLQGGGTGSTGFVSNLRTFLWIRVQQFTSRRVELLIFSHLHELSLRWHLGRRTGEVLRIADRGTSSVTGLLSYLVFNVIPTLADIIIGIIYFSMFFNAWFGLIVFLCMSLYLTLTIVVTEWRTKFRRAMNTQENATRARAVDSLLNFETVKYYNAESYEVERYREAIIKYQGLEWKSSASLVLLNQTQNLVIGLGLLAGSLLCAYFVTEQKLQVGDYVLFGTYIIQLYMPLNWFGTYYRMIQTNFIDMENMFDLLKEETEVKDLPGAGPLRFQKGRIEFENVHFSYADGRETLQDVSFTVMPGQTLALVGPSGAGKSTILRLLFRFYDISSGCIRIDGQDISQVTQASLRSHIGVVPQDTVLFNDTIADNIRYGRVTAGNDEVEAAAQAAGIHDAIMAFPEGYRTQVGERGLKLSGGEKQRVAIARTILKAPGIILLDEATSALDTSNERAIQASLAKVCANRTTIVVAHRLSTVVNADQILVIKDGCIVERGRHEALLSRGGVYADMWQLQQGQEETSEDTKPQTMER
Granule exo inh: LAMP-1 surface exposure blockers, TALL-104 cells – cell-based, flow cytometry, MLPCN library, primary screen. TALL-104 LAMP-1 surface exposure; cells stimulated with thapsigargin and PMA. inhibition, % at 10 µM. actives 0.66% (n = 360,000). AID 651702, 2012;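 active = inhibition above about 55%, limit read from the data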
MC4R antag cAMP: MC4R antagonists of cAMP signaling, primary screen, cell-based, TR-FRET, antagonist arm of biased-ligand search. inhibition, % at 6.5 µM. AID 540295, 2011. actives 0.48% (n = 360,000). MC4R-expressing cells, MTII-stimulated cAMP, LANCE TR-FRET;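 active = inhibition above its plate's cutoff, the mean of tested wells on that plate plus 3 SD, cut at about 29% in these data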;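 also: 0% = Melanotan II alone and 100% = Melanotan II plus saturating MCL0020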
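Assay system: human MC4R-expressing U2OS cells; reagent: Melanotan II stimulation of cells; dosing: 6.5 µM single dose; timing: compound 30 min, challenge 1 h, detection 1 h; signal: TR-FRET cAMP assay; replicates: one well per compound, no replicates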
HTR2A ag: mouse Htr2a agonists via beta-arrestin recruitment, primary screen, cell-based, luminescence. activation, % at 7.6 µM. actives 0.66% (n = 360,000). AID 624169, 2012. CHO-K1 mHTR2A beta-arrestin complementation; percent of 30 µM serotonin response;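 active = activation above a run cutoff, the mean activation of all tested compounds plus 3 SD, cut at about 14% in these data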;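 also: 0% = plate median of compound wells and 100% = 30 µM serotonin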
The depositor's hits bear a star; / = no result given.

SMILES | hiPSC survival | Cardio protect | aDG glyco act | Glyco luc inh | ABHD5-PLIN5 inh | MC4R barr agon | ABCB6 inh MLPCN | Granule exo inh | MC4R antag cAMP | HTR2A ag
CCOC(=O)N1CCN(Cc2nnc(-c3ccccc3C)o2)CC1 | 1.9 | -2 | 0.1 | 3 | 3 | -1.2 | 94 | -4 | 0 | 3
Cc1ccccc1Nc1nc2ccccc2s1 | -1.6 | -4 | 0.2 | -2 | -3 | -1.7 | 98 | -5 | 4 | -5
Nc1nc(NCc2ccco2)nc(N2CCOCC2)c1[N+](=O)[O-] | -0.1 | 5 | 0.1 | 1 | 3 | -1.4 | 96 | -1 | -2 | 0
Cc1ccc(Cn2ncc3c(N4CCCC4)ncnc32)cc1 | 0.7 | -2 | 0.1 | 1 | 5 | 1.0 | 96 | -4 | 0 | -5
COc1cccc(/C=N/NC(=O)CNC(=O)C2COc3ccccc3O2)c1O (stereo not drawn) | -2.2 | 66* | 0.6 | -7 | 8 | 3.4 | 101 | 5 | 7 | 2
COCCNC(=O)C(=O)NCC1CCCN1S(=O)(=O)c1cccs1 (stereo not drawn) | 4.4 | 1 | -0.4 | 0 | -3 | -0.5 | 96 | -1 | 4 | 2
COC(=O)c1ccc(/C=C2/SC(=S)N(CCC(=O)N3CCOCC3)C2=O)cc1 | -0.4 | 1 | 0.2 | 3 | -3 | 0.3 | 97 | -4 | 1 | 0
COc1cc(OC)c(C=CC(=O)c2ccccc2O)c(OC)c1 | 1.8 | -4 | -0.3 | -1 | -7 | -1.2 | 100 | 6 | -9 | -8
COCCCN1C(=O)C(CC(=O)NCc2ccco2)CC(C(=O)N(C)C)=C1C (stereo not drawn) | -2.4 | 1 | -0.2 | 1 | 7 | 3.4 | 99 | 5 | 5 | 3
CC(C)CN1CCN(C(=O)COC(=O)c2ccc(S(C)(=O)=O)c([N+](=O)[O-])c2)CC1 | 3.9 | -24 | -0.2 | -12 | 0 | -1.3 | 107 | -5 | 31* | -5
O=c1cnnc(N/N=C/C2CC=CCC2)[nH]1 (stereo not drawn) | 1.4 | -3 | -0.1 | 0 | 3 | -1.5 | 101 | 2 | 18 | 4
COc1ccc2c(c1)c1ncn(Cc3ccco3)c(=O)c1n2C | -1.9 | 3 | -0.1 | -2 | 14 | -1.2 | 86 | 2 | -4 | -2
Nc1nc(/C=C/c2cccnc2)nc(-c2ccccc2O)n1 | -0.7 | 37 | -0.6 | -9 | 8 | 5.3 | 97 | 7 | 12 | 3
C=CCSc1nnc(-c2nnc(SCC=C)n2-c2ccccc2)n1-c1ccccc1 | 1.5 | -1 | 0.7 | -1 | 0 | -0.8 | 92 | -3 | 6 | -4
COc1ccc2nc(/C=N/NC(=O)CCNC(=O)OC(C)(C)C)ccc2c1 | -0.3 | -1 | 0.0 | -1 | 8 | 0.7 | 90 | -1 | -13 | -1
CC(=O)N1C(Nc2ccc(Cl)cc2)CCN1c1ccccc1 (stereo not drawn) | -2.8 | 15 | -0.2 | 0 | -6 | -1.1 | 95 | 4 | 0 | 4
O=C(NNC(=O)C1CC1)c1ccc(F)cc1F | 7.7 | 1 | -0.3 | 2 | 1 | -0.2 | 96 | -4 | 1 | 0
COc1ccc(CNC(=O)c2cc3ccccc3oc2=O)cc1 | 0.4 | 0 | 0.2 | 2 | 1 | -0.2 | 97 | 24 | 10 | 6
O=C(N[C@@H]1C/C=C\C[C@@H](CC(=O)N(CCO)Cc2ccccc2)C(=O)NC[C@H](c2ccccc2)OC1=O)OCC1c2ccccc2-c2ccccc21 | -1.2 | -1 | 1.4 | 0 | -5 | -0.4 | 101 | -7 | 22 | -3
Cc1cc(-n2cnnn2)cc(C)c1S(=O)(=O)N(C)c1ccccc1 | -0.3 | 0 | 0.0 | -2 | -2 | -1.3 | 93 | 1 | 18 | 1
COc1ccc([C@H]2CC(=O)C=C(c3ccc(Cl)cc3C)C2)cc1 | -1.2 | -9 | 0.2 | 0 | -9 | 2.3 | 102 | 3 | 0 | 0
CCn1c(SC(C)C(=O)N2CCOCC2)nc2sc(C)c(C)c2c1=O (stereo not drawn) | -0.5 | 1 | -0.4 | 2 | -2 | 0.5 | 98 | 1 | 8 | 1
Cc1ccc(Cn2c(=N)n(CC(=O)c3ccccc3)c3ccccc32)cc1 | -4.1 | -34 | 12* | -5 | 6 | 4.4 | 90 | 36 | 0 | -6
CCCc1cc(C(F)(F)F)c(C#N)c(=O)[nH]1 | 1.7 | -4 | -0.1 | 2 | 5 | -0.7 | 89 | 0 | 3 | 7
Oc1ccc(C23CC4CC(CC(C4)C2)C3)cc1O | -1.1 | 2 | 0.4 | 3 | -15 | 3.0 | 98 | -11 | 0 | 6

Brought forward from above: 3 entries, followed by the next part.
SMILES | hiPSC survival | Cardio protect | aDG glyco act | Glyco luc inh | ABHD5-PLIN5 inh | MC4R barr agon | ABCB6 inh MLPCN | Granule exo inh | MC4R antag cAMP | HTR2A ag
Cc1ccc(Cn2c(=N)n(CC(=O)c3ccccc3)c3ccccc32)cc1 | -4.1 | -34 | 12* | -5 | 6 | 4.4 | 90 | 36 | 0 | -6
CCCc1cc(C(F)(F)F)c(C#N)c(=O)[nH]1 | 1.7 | -4 | -0.1 | 2 | 5 | -0.7 | 89 | 0 | 3 | 7
Oc1ccc(C23CC4CC(CC(C4)C2)C3)cc1O | -1.1 | 2 | 0.4 | 3 | -15 | 3.0 | 98 | -11 | 0 | 6
CC(=O)N1CCN(Cc2nc3cc(Cl)ccc3c(=O)[nH]2)CC1 | 0.2 | 17 | -0.1 | 1 | 1 | 1.7 | 99 | 2 | 4 | 4
CC1(C)Cc2c(sc3c2c(=N)n(Cc2ccco2)c(=O)n3Cc2ccccc2)CO1 | -1.6 | -10 | -0.1 | 1 | 5 | 0.9 | 98 | -1 | 17 | 6
O=C(Nc1ccc(S(=O)(=O)NC2=NCCCCC2)cc1)c1ccco1 | -0.5 | 2 | 0.3 | 1 | -3 | -2.7 | 103 | 5 | 6 | 1
Cc1cc(C)c2oc(C(=O)Nc3ccc(S(=O)(=O)N4CCC(C)CC4)cc3)cc(=O)c2c1 | -1.6 | -15 | 0.3 | -9 | 5 | -2.5 | 98 | 4 | -1 | -2
Cc1cc(C)cc(COc2ccc3c(C)c(CC(=O)O)c(=O)oc3c2C)c1 | 0.0 | 1 | 0.0 | -1 | 6 | -1.0 | 97 | -8 | 6 | 4
CCN(CC)CC(C)OC(=O)c1ccccc1Cl (stereo not drawn) | 0.0 | -1 | -0.1 | 0 | 5 | 4.5 | 96 | -2 | 1 | -4
CC1NC(=O)COC1c1ccccc1 (stereo not drawn) | 11 | 0 | -0.2 | 2 | 1 | -0.2 | 98 | 0 | 4 | 1
OC[C@H]1O[C@@H](c2nc3ccc(-c4nc(-c5ccc(Br)cc5)no4)cc3[nH]2)C[C@@H]1O | -2.7 | -4 | 0.7 | -9 | 21 | 1.4 | 90 | 28 | 20 | -1
CCOC(=O)C1=C[C@@H](CC)N(S(=O)(=O)c2ccccc2)[C@H]1c1ccccc1 | 0.5 | -3 | -0.2 | -2 | -10 | / | 101 | 0 | / | -5
CSC(=S)NCc1cccnc1 | -0.9 | 11 | 1.8 | 5 | -4 | 2.2 | 91 | -3 | -1 | 2
Cn1nccc1C(=O)OCC(=O)Nc1nc(-c2ccccc2)cs1 | 0.4 | 16 | 0.0 | 0 | 1 | 1.6 | 95 | -2 | 0 | 0
O=C(Cc1ncc(C(F)(F)F)cc1Cl)N1CCN(c2ccc(F)cc2)CC1 | -2.2 | 3 | 1.7 | 1 | 2 | -1.9 | 103 | 4 | -1 | -1
Cc1ccc(C(C[N+](=O)[O-])c2c(C)cc3ccccn23)cc1 (stereo not drawn) | -0.8 | 2 | 0.3 | 14 | 12 | -2.0 | 100 | 0 | -6 | -5
Nc1cc(-c2ccccc2)nn1Cc1ccccc1 | 0.1 | 0 | -0.1 | -2 | -9 | 3.1 | 107 | 5 | 8 | 2
O=CN1CCN(C2CC(=O)N(c3ccc4c(c3)OCO4)C2=O)CC1 (stereo not drawn) | 2.8 | 1 | -0.2 | 4 | 8 | 1.2 | 77 | 3 | 5 | 0
Cc1ccc(CN2CC(N3CCC(Cc4ccccc4)CC3)CS2(=O)=O)cc1 (stereo not drawn) | 6.8 | -3 | 0.2 | -2 | 8 | / | 92 | -1 | / | -4
Cc1cnc(C(=O)N2CCCC(C(=O)c3ccc(C(C)(C)C)cc3)C2)cn1 (stereo not drawn) | 2.4 | -9 | 0.1 | -2 | 1 | -2.8 | 101 | -2 | 7 | -1
CCn1c(CNC(=O)c2ccccc2)nnc1SCC(=O)N1CCN(c2ccccc2)CC1 | -1.5 | 0 | 0.1 | -1 | -1 | -1.3 | 97 | -1 | 5 | -1
C=CCOc1cccc(C2/C(=C(/O)c3ccc(Cl)cc3)C(=O)C(=O)N2CCN2CCOCC2)c1 (stereo not drawn) | -4.5 | 2 | 0.0 | 3 | -3 | -2.1 | 96 | -1 | 5 | -3
CCC(C)N(NC(C)=O)c1nc(Cl)nc(NC(C)(C)C)n1 (stereo not drawn) | 5.3 | 10 | -0.1 | 0 | 0 | 1.3 | 94 | 1 | -3 | 3
O=C(NCCCN1CCOCC1)c1ccc(Cl)c([N+](=O)[O-])c1 | -0.4 | -1 | 0.0 | -1 | 8 | -0.2 | 89 | -1 | 5 | 8
COc1ccccc1C(=O)OCC(=O)NC(=O)NC1CCCC1 | 1.3 | 3 | -0.4 | 0 | -16 | -1.5 | 90 | -1 | 4 | 6
Cc1ccc2c(nc3s/c(=C/c4cccs4)c(=O)n32)c1C | 2.7 | -1 | 0.0 | 3 | -6 | -1.3 | 100 | -2 | 3 | 4
O=C(O)c1ccc(-n2nncc2-c2ccccc2)cc1 | -0.2 | -1 | -0.2 | 1 | -11 | 0.2 | 99 | -11 | 18 | 6
O=C(NCCc1ccccc1)c1ccc(NC2=NC3CS(=O)(=O)CC3S2)cc1 (stereo not drawn) | -0.7 | -2 | -0.3 | 0 | 5 | 1.0 | 98 | -1 | 8 | -2
CCCN1C(=O)/C(=C/c2ccc(C)s2)SC1=Nc1ccc(OC)cc1 | 4.1 | -1 | -0.7 | 0 | -1 | -0.9 | 108 | 1 | 3 | 9
Cc1c(C(=O)NCc2ccco2)oc2ccccc12 | 0.3 | 4 | 0.0 | 2 | -9 | 0.5 | 94 | 3 | 7 | 3
Cc1ccc(C(=O)N2CCOCC2)cc1Cl | 1.4 | 0 | 0.1 | 1 | 0 | -2.1 | 94 | 4 | -2 | -4
